Compound activity as filed in PubChem BioAssay.
FXIa single inh – blocks human coagulation factor XIa activity; P03951; purified human FXIa, fluorogenic AMC substrate cleavage; inhibition, % at 10 µM; hit rate 0.3% among 33,000;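 active means inhibition above 40% in the primary screen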;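 further: 0% = enzyme without compound and 100% = blank wells lacking enzyme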
Target sequence (P03951 19-387 limits assumed): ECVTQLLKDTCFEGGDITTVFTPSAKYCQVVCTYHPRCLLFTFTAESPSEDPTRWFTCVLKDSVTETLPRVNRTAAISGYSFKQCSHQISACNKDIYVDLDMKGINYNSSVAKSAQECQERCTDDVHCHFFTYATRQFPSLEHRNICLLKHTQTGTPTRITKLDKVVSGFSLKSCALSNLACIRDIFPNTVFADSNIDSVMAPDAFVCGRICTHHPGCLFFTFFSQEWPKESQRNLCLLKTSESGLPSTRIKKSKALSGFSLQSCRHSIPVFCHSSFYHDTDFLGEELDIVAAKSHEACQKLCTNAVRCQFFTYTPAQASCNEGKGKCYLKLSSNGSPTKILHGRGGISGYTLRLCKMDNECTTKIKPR
Target sequence (P03951 388-625 limits assumed): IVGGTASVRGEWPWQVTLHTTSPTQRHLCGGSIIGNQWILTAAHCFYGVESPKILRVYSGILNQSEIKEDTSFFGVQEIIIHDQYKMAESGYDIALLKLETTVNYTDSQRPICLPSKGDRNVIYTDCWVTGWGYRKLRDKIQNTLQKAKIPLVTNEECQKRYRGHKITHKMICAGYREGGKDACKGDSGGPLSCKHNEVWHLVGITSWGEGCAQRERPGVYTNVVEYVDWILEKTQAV
FXIIa inh – inhibitors of human coagulation factor XIIa; P00748; purified human FXIIa, AMC substrate fluorescence, 2 h; inhibition, % at 10 µM; hit rate 0.2% among 33,000; in the data active means inhibition above about 30%;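 further: 0% = enzyme with vehicle only and 100% = no enzyme blank; many of its hits are not listed in these tables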
An asterisk follows results filed as active. These rows are one share of the data; the hit share may differ from the screen's.

SMILES	FXIa single inh	FXIIa inh
CCC(CO)N=CC1=C(O)C(C(=O)c2ccccc2)CCC1=O (stereo not drawn)	-1	0
COc1ccccc1CC(=O)N1CCCC1	4	-15
CS(=O)(=O)NCc1ccc(C(=O)NCc2ccccc2)cc1	13	4
Cc1cc(NC(=O)C(C)C)ncc1NC(=O)Cc1ccccc1	1	38*
COc1ccc(N2CCN(C(=O)CCCn3c(=O)[nH]c4cc(Cl)ccc4c3=O)CC2)cc1	3	5
c1ccc(CSC2=NCCCN2)cc1	2	6
FC(F)(F)c1cc(-c2ccco2)nc(NCc2ccc(Cl)cc2)n1	-3	6
COc1ccc(Cl)cc1NC(=O)Nc1ccc(Br)cn1	2	7
CCOC(=O)c1c(C=O)c(C)n(Cc2ccccc2)c1C	0	7
COc1ccc(CN(CC(=O)NC2CCCC2)C(=O)CCC(=O)Nc2cc(C)on2)cc1	1	4
COc1ccc(S(=O)(=O)Cc2ccc(C(=O)NCCCN3CCc4ccccc4C3)o2)cc1	-3	6
CCOC(=O)c1c(SC)nc(SC)c2c1CCC2	-3	-4
CCOc1ccc2nc(NC(=O)C(NS(=O)(=O)c3cccc4nsnc34)C(C)C)sc2c1 (stereo not drawn)	0	5
CCN(CC)c1ccc(-c2nc3cnccc3n2C)cc1	-7	2
COc1ccc(-c2csc(NC(=O)C3CCCCN3S(=O)(=O)c3ccccc3)n2)cc1 (stereo not drawn)	-8	2
COCCNc1cc(C)nc2c3c(C)cc(C)nc3nn12	-16	-54
Cc1cc(C)n(Cc2ccc(C(=O)NCc3ccco3)o2)n1	9	9
CC(=O)c1c(C)cc(C)c(CSc2nnc(-c3ccco3)o2)c1C	-2	2
Oc1ccc(Nc2nc3ccccc3nc2Nc2ccc(O)cc2)cc1	-8	12
O=C(CN1CCN(Cc2ccccc2)CC1)NC(=O)NCc1ccco1	1	6
COC(=O)c1ccccc1NC(=O)CSc1nnc(C(CO)NC(=O)c2ccccc2Cl)n1C (stereo not drawn)	3	3
CCCC(=O)Nc1ccc(Oc2ccc(NC(=O)CCC)cc2)cc1	0	1
O=C(Nc1ccc(F)cc1)c1nsc(Cl)c1Cl	-1	-3
C=CCNc1nc(NCCN2CCOCC2)nc(N2CCOCC2)n1	-3	5
CCc1nc(SCC(=O)NCCc2ccccc2)n[nH]1	5	5
COc1ccc(Br)cc1C(=O)Nc1nnn(C)n1	8	1
CCc1c(C)[nH]c2nc3ccccc3n2c1=O	16	-5
Cc1c(C(=O)Nc2ccc(F)cc2)oc2ccc(S(=O)(=O)N3CC(C)CC(C)C3)cc12 (stereo not drawn)	-6	-3
CCOCCOCCC(C(=O)OCC)P(=O)(c1ccccc1)c1ccccc1 (stereo not drawn)	14	-8
Cc1c(NC(=O)c2cc(=O)[nH]c3ccccc23)c(=O)n(-c2ccccc2)n1C	-8	5
CC(=O)Nc1cc(-c2ccc(Cl)cc2)nn1-c1ccccc1	1	-2
CN(C)CC#CCCCCCCC#CCN(C)C	-6	7
Cc1[nH]c2ccccc2c1/C=C(\C#N)S(=O)(=O)c1ccccc1	2	4
O=C(CSc1nccn1Cc1ccccc1)Nc1nccs1	2	10
CSCCC(NS(=O)(=O)c1cccs1)C(=O)NCc1cccs1 (stereo not drawn)	4	8
COC(=O)c1ccccc1NC(=O)N[C@@H](C)C(=O)OC	-8	1
O=C(CSc1nnnn1C1CCCC1)c1ccc2c(c1)OCCO2	-2	6
Cc1cccc(NS(=O)(=O)c2cc(C(=O)N3CCN(C)CC3)ccc2C)c1	-15	7
CC(=O)OCC(=O)[C@@]1(O)CC[C@H]2[C@@H]3CCC4=CC(=O)C=C[C@]4(C)[C@H]3[C@@H](O)C[C@@]21C	-6	-11
Cc1ccccc1-n1cnnc1SCC(=O)N1CCN(c2ccccc2)CC1	-4	3
COc1ccc(C(=O)COc2nc(C)cc(C)c2C#N)cc1	1	3
O=C(O)CSc1nc2ccccc2[nH]1	11	6
CCOc1cc(/C=N/NC(=O)Cn2nc([N+](=O)[O-])cc2C)cc(Br)c1OCc1ccccc1F	-2	4
O=C(Nc1ccc(O)cc1)C1CCCO1 (stereo not drawn)	7	6
c1ccc(CN2CCN(c3nc(-c4ccccn4)nc4ccccc34)CC2)cc1	-6	-1
COc1cccc(NC2C=CS(=O)(=O)C2)c1 (stereo not drawn)	5	-1
Cc1nc2sccn2c(=O)c1CCN1CCC(=C(c2ccc(F)cc2)c2ccc(F)cc2)CC1	8	7
O=C(CN1CCCN(S(=O)(=O)c2ccc(Br)s2)CC1)Nc1ccc(Cl)cc1	-4	2
Cc1cc2c(cc(C(=O)N3CCC(C(=O)N4CCCC4)CC3)n2Cc2c(F)cccc2Cl)o1	0	4
O=C1CCCN1c1ccc(Br)cc1	9	4

Next part
SMILES	FXIa single inh	FXIIa inh
Cc1ccc(S(=O)(=O)NCC(=O)N(CC(=O)NC2CCCCC2)CC2CCCO2)cc1 (stereo not drawn)	-7	-3
Cc1ccc(OCC(=O)n2nc(C)cc2C)c(C)c1	-2	3
COc1cc(C(c2c(C)[nH][nH]c2=O)c2c(C)[nH][nH]c2=O)ccc1OS(=O)(=O)c1ccccc1	-1	8
COCCCNC(=O)CN1CCN(Cc2ccccc2Cl)C1=O	3	13
COc1ccc(C=NCCC2(O)CC(C)N(C)CC2C)cc1 (stereo not drawn)	4	5
CCOc1ccc(NC2C=CS(=O)(=O)C2)cc1 (stereo not drawn)	4	7
COc1ccc(S(=O)(=O)Cc2ccc(C(=O)NCCc3ccc(S(N)(=O)=O)cc3)o2)cc1	0	-1
Cc1ccccc1NC1=NC(=S)N(c2ccccc2)C12CCOC(C)(C)C2 (stereo not drawn)	-10	5
Cc1cc2ncn(C(=O)N3CCC(C)CC3)c2cc1C	0	6
Cc1ccc(S(=O)(=O)/N=C2/C=C(C3C(=O)CC(C)(C)CC3=O)C(=O)c3ccccc32)cc1	23	-13
Cc1cc(C(=O)NC2=NCCS2)cs1	-2	5
COc1ccc(CN2CCn3ncc(C(=O)Nc4ccc(Cl)cc4Cl)c3C2=O)cc1	8	3
Cc1nc2sc(C(c3ccco3)N3CCOCC3)c(O)n2n1 (stereo not drawn)	3	9
COC(=O)C(O)(CC(=O)Nc1cc(OC)c(OC)c(OC)c1)C(F)(F)F (stereo not drawn)	-5	-5
CCc1nnc(NC(=O)c2ccc(-c3ccc(Cl)cc3)o2)s1	-1	4
CCS(=O)(=O)NCc1ccc2c(c1)cc(C)n2C	3	6
CSCCC(NC(=O)c1ccco1)C(=O)O (stereo not drawn)	0	-17
Cc1nc(SC2CC(=O)N(c3cc(Cl)cc(Cl)c3)C2=O)nc2c1CCCC2 (stereo not drawn)	-10	9
O=C(CSc1nnc(COc2ccccc2F)n1-c1ccccc1)NCc1ccco1	14	9
COc1ccc(NC(=O)CN2CCN(c3ccc(F)cc3)CC2)cc1Cl	4	4

Seven of the compounds above, as a markdown table.
| Compound | FXIa single inh | FXIIa inh |
| --- | --- | --- |
| Cc1nc2sc(C(c3ccco3)N3CCOCC3)c(O)n2n1 (stereo not drawn) | 3 | 9 |
| COC(=O)C(O)(CC(=O)Nc1cc(OC)c(OC)c(OC)c1)C(F)(F)F (stereo not drawn) | -5 | -5 |
| CCc1nnc(NC(=O)c2ccc(-c3ccc(Cl)cc3)o2)s1 | -1 | 4 |
| CCS(=O)(=O)NCc1ccc2c(c1)cc(C)n2C | 3 | 6 |
| CSCCC(NC(=O)c1ccco1)C(=O)O (stereo not drawn) | 0 | -17 |
| Cc1nc(SC2CC(=O)N(c3cc(Cl)cc(Cl)c3)C2=O)nc2c1CCCC2 (stereo not drawn) | -10 | 9 |
| O=C(CSc1nnc(COc2ccccc2F)n1-c1ccccc1)NCc1ccco1 | 14 | 9 |

(next part)
SMILES	FXIa single inh	FXIIa inh
CCOC(=O)N1N=C(CC)CC1(O)C(F)(F)F (stereo not drawn)	-1	3
CC(=O)N1CCN(Cc2nc3cc(NS(C)(=O)=O)ccc3n2C)CC1	-1	3
CC1CCN(S(=O)(=O)c2cn(C)c(=O)n(C)c2=O)CC1	-4	8
COC(=O)[C@@H](NC(=O)NCc1cccc(OC)c1)C(C)C	8	4
Cc1cc(=O)[nH]c(SCCOc2ccc(OC(C)C)cc2)n1	2	6
CCOC(=O)N1CCN(C(=O)C2CCCN(S(=O)(=O)c3ccccc3)C2)CC1 (stereo not drawn)	-1	-4
O=c1c2c3c(sc2nc2n1CCC2)CCC3	19	6
O=C(O)CCCNS(=O)(=O)c1ccccc1	-3	7
CN1CCN(C(=O)c2ccc(N(Cc3ccc(Cl)cc3)S(C)(=O)=O)cc2)CC1	0	8
COc1ccc(CNc2ccc(S(N)(=O)=O)cc2)c(OC)c1OC	-4	5

5 entries from above, with two lines to a compound.
Each structure is followed by: FXIa single inh, FXIIa inh
> CC(=O)N1CCN(Cc2nc3cc(NS(C)(=O)=O)ccc3n2C)CC1
  -1, 3
> CC1CCN(S(=O)(=O)c2cn(C)c(=O)n(C)c2=O)CC1
  -4, 8
> COC(=O)[C@@H](NC(=O)NCc1cccc(OC)c1)C(C)C
  8, 4
> Cc1cc(=O)[nH]c(SCCOc2ccc(OC(C)C)cc2)n1
  2, 6
> CCOC(=O)N1CCN(C(=O)C2CCCN(S(=O)(=O)c3ccccc3)C2)CC1 (stereo not drawn)
  -1, -4

New compounds follow
SMILES	FXIa single inh	FXIIa inh
CC(C)NS(=O)(=O)c1ccc(CCC(=O)O)cc1	-3	4
CSc1cccc(NC(=O)Nc2ccc(Cl)cc2)c1	-7	4
CCn1c(SCC(=O)Nc2ccc3c(c2)OCO3)nnc1-c1ccccc1O	-2	4
CC(C)C(=O)c1cn(CC(=O)NCc2ccc3c(c2)OCO3)c2ccccc12	-6	0
CC(Cc1ccc(O)c(O)c1)C(C)Cc1ccc(O)c(O)c1 (stereo not drawn)	7	12
CN(C)CCNC(=O)Cn1nc(C(F)F)cc1C1CC1	3	5
COc1cc(NC(=O)NS(=O)(=O)c2ccc(C)cc2)cc(OC)c1	-1	-3
O=C(Nc1nnc(CC(=O)N2CCOCC2)s1)c1cccs1	5	4
Cc1ccc(CNc2ncc(-c3ccc4c(c3)OCO4)n2C)cc1	1	-17
O=C(C1CC1(c1ccccc1)c1ccccc1)N1CCOCC1 (stereo not drawn)	2	3

Looked up by structure from the list above, 2 records:
SMILES	FXIa single inh	FXIIa inh
CSc1cccc(NC(=O)Nc2ccc(Cl)cc2)c1	-7	4
O=C(C1CC1(c1ccccc1)c1ccccc1)N1CCOCC1 (stereo not drawn)	2	3

Next section:
SMILES	FXIa single inh	FXIIa inh
O=C(NCC1CCCCN1)c1cc(OCC(F)(F)F)ccc1OCC(F)(F)F (stereo not drawn)	6	1
CCOc1cc(-n2ncc(C#N)c2N)nc(SC)n1	1	-16
CC1CCCN(S(=O)(=O)c2ccc(NC(=O)CCN3C(=O)c4ccccc4C3=O)cc2)C1 (stereo not drawn)	1	-3
Cc1ccc(/C=N/N2C(=S)SC(C)(C)C2N(O)C(=O)Nc2ccc([N+](=O)[O-])cc2)cc1 (stereo not drawn)	-5	6
CCN(CC)c1nc2c(s1)C(=O)NCCC2	1	10
CC1(C)CC(=O)C(C=NC2CCCCC2)=C(O)C1	-6	2
N#Cc1cc(-c2ccccc2)nnc1Sc1ccccc1	4	4
Cc1ccc(-c2nn(CC(=O)NCc3cc(-c4nn(C)c(=O)c5ccccc45)ccc3C)c(=O)c3ccccc23)cc1	-6	8
COc1ccccc1C1C(C(C)=O)=C(C)N=c2s/c(=C\c3cc(OC)c(OC)c(OC)c3)c(=O)n21 (stereo not drawn)	5	3
CCS(=O)(=O)N1Cc2ccccc2CC1C(=O)N1CCN(c2cccc(C)c2C)CC1 (stereo not drawn)	1	1
COC(=O)C1=C(C(=O)OC)SC2(S1)C(C(=O)OC)=C(C(=O)OC)SC1=C2c2cccc(C)c2NC1(C)C	0	-6
C=CCn1c(SCC(=O)Nc2nnc(CC)s2)nnc1-c1cccnc1	0	6

Structural class: the compounds so far containing a cyano group (four)
SMILES	FXIa single inh	FXIIa inh
Cc1[nH]c2ccccc2c1/C=C(\C#N)S(=O)(=O)c1ccccc1	2	4
COc1ccc(C(=O)COc2nc(C)cc(C)c2C#N)cc1	1	3
CCOc1cc(-n2ncc(C#N)c2N)nc(SC)n1	1	-16
N#Cc1cc(-c2ccccc2)nnc1Sc1ccccc1	4	4
